Screening results from PubChem.
KKLEB tox: reduces viability of KKLEB cystic fibrosis airway cells; KKLEB CF airway cells viability, ATPlite luminescence, overnight; stronger effect = lower value; cells stimulated with P. aeruginosa culture filtrate; activity change (cytotoxicity), % at 5 µM; 0.36% of 360,000 active;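 active means corrected activity change at or below -50% at 5 µM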
NCOA3 inh: inhibitors of human steroid receptor coactivator 3 (SRC3). Q9Y6Q9. HEK293 GAL4-SRC3 luciferase reporter, luminescence. inhibition, % at 3.6 µM. 0.17% of 360,000 active. AID 588352;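 active means inhibition above a per-campaign cutoff, the mean of all compounds plus 3 SD, cut at about 60% in these data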;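 further: 0% = DMSO-treated cells and 100% = gossypol-treated cells at 36 µM; higher means less SRC3-driven luciferase light from the GAL4 reporter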
Shn3 3UTR inh: Schnurri-3 reporter inhibition in Clone20 osteoblasts. 0.52% of 360,000 active. inhibition, % at 12.5 µM. Clone20 osteoblast Shn3 3'UTR firefly luciferase, 24 h;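 active means mean inhibition of at least 75% with every replicate also reaching 75%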;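 further: 0% = median of neutral control wells and 100% = pilot-screen positive control compound; some compounds past the cut are filed as inactive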
TROY signal inh: TROY signaling inhibition | Q293 LMP1-TROYcd NF-kB luciferase reporter, 4 h | inhibition, % at 10 µM | 0.98% of 360,000 active | AID 1347056;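 active means compounds whose plate-normalised and pattern-corrected inhibition of the luciferase reporter signal at the single screening dose is 50% or more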
NR2F2 inh: blocks human COUP-TFII nuclear receptor; inhibition, % at 8.6 µM; HEK293T NGFI-A luciferase reporter, luminescence; P24468; AID 686940; 0.7% of 370,000 active;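 active means inhibition above a per-plate cutoff, mean inhibition of test wells between control levels plus 3 SD, cut at about 38% in these data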;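 further: cells cotransfected with COUP-TFII expression vector driving the NGFI-A reporter; 0% = median of COUP-TF2 test wells and 100% = reporter-only cells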
NR5A2 inv ag: inverse agonists of human LRH-1 (NR5A2) | O00482 | HEK293T StAR-luciferase reporter, LRH-1 transfected, 24 h | 0.13% of 360,000 active | inhibition, % at 3.6 µM;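 active means inhibition above the mean inhibition of all tested compounds plus 3 SD, cut at about 73% in these data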;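 further: 0% = DMSO wells and 100% = reporter-only cells lacking LRH-1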
NCOA1 inh: inhibits human SRC1 coactivator. HEK293 GAL4-SRC1 luciferase reporter, luminescence. AID 588354. Q15788. inhibition, % at 3.6 µM. 0.12% of 360,000 active;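 active means inhibition above the campaign mean plus 3 SD, with each screening campaign given its own cutoff, cut at about 60% in these data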;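 further: 0% = DMSO treated cells and 100% = gossypol at 36 µM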
Target sequence (Q15788 whole entry, looked up, the tested form may be a part): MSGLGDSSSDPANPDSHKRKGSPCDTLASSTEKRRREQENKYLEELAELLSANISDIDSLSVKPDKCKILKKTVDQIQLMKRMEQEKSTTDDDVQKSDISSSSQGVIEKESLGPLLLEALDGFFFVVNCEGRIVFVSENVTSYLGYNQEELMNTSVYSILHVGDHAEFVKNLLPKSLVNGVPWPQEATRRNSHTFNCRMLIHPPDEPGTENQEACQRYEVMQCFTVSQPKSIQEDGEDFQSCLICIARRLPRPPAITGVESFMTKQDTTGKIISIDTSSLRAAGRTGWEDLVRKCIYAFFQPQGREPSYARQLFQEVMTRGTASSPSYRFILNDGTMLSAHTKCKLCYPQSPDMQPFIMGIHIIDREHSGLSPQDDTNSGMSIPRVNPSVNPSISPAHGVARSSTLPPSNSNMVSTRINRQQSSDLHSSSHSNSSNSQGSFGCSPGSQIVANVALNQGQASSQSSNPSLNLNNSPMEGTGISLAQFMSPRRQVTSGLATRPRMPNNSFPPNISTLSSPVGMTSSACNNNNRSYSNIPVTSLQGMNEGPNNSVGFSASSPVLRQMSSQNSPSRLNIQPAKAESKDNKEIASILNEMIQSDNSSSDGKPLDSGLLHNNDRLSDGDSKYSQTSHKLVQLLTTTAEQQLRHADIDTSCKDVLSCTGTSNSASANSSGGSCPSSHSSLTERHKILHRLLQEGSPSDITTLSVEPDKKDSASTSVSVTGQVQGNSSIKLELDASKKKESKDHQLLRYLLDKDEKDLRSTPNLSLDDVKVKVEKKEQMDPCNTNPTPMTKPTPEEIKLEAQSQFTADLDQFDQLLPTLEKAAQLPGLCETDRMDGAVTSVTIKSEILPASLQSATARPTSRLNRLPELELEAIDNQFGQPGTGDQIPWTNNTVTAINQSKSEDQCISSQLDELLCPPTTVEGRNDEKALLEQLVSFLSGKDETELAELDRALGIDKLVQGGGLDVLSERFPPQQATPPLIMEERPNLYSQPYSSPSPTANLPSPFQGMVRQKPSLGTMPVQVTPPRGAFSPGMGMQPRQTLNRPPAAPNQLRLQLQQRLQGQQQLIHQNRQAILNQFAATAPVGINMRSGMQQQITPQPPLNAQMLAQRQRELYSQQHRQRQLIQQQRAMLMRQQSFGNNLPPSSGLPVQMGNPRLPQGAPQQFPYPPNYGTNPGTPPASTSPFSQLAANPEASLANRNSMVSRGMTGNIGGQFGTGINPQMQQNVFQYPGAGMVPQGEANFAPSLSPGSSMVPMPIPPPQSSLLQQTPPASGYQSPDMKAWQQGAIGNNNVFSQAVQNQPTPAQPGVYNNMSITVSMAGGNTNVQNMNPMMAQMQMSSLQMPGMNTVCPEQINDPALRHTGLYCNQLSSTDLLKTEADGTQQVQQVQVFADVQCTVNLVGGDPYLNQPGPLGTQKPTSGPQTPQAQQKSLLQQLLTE
C8 TRAIL sens: caspase-8 TRAIL sensitization. inhibition (viability loss, TRAIL sensitization), % at 10 µM. AID 624354. NB7+C8 cells + TRAIL, ATPlite viability luminescence. 1% of 360,000 active;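 active means compounds causing at least 50% loss of cell viability in the single-dose screen, relative to plate controls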
TWEAK-Fn14 inh: inhibitors of TWEAK-Fn14 interaction signaling; AID 1159606; TWEAK-stimulated Fn14 reporter cells, luciferase luminescence, 8 h; 2% of 360,000 active; inhibition, % at 10 µM; in the data active means inhibition above about 50%
LMP1 NFkB inh: inhibitors of Epstein-Barr LMP1-induced NF-kappaB reporter; LMP1-induced NF-kappaB luciferase reporter cells, luminescence; inhibition, % at 12.5 µM; 0.69% of 350,000 active; AID 504558; in the data active means inhibition above about 41%;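 further: 0% = neutral control wells and 100% = reference inhibitor control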
CF NFkB block: inhibitors of cystic fibrosis induced NF-kB; KKLEB NF-kB-GFP reporter, PAF-induced, GFP fluorescence overnight; inhibition, % at 5 µM; 0.86% of 360,000 active; AID 588850;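 active means at least 50% inhibition at 5 µM, scaled per plate between neutral and stimulator controls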;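 further: PAF is a Pseudomonas aeruginosa culture filtrate used as stimulus; plate controls were PAF-stimulated DMSO wells for no effect and unstimulated DMSO wells for full effect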
* hit, by the source's call; x = not tested or not shown.

Compound	C8 TRAIL sens	CF NFkB block	NR5A2 inv ag	KKLEB tox	LMP1 NFkB inh	TROY signal inh	NR2F2 inh	TWEAK-Fn14 inh	Shn3 3UTR inh	NCOA3 inh	NCOA1 inh
CNc1cc(Cl)nc(SC)n1	0	2	7	-2	-5	-19	-8	7	1	22	0
Cc1cccc2cc(CN(CC3CCCO3)C(=O)c3cccs3)c(=O)[nH]c12 (stereo not given)	7	-8	14	11	-1	-9	-8	-19	16	26	7
O=C(c1ccc(CS(=O)c2cccc(Cl)c2)o1)N1CCCCCC1 (stereo not given)	0	-1	-27	-2	0	11	11	24	-17	-1	-25
CCOC(=O)C1=C(C)NC2=C(C(=O)C(C(=O)OCC)C(c3ccco3)C2)C1c1ccccn1 (stereo not given)	6	3	0	5	4	-17	-6	-3	-10	2	-1
CCCSc1nsc(NC(=O)Nc2ccc(F)cc2F)n1	21	42	-21	-17	-10	20	-32	48	-8	-31	-30
Cc1ccc(S(=O)(=O)NCCC(=O)NCC(c2ccc(F)cc2)N2CCOCC2)cc1 (stereo not given)	-10	37	-1	-7	1	-2	-9	-7	-42	5	0
COc1cc(CNc2ccc(S(N)(=O)=O)cc2)ccc1OCc1ccccc1F	17	-2	-32	6	4	-35	16	14	-19	-13	-110
CCc1ccc(C(=O)Cn2ccsc2=N)cc1	59*	-36	-92	0	-19	-60	-61	26	-40	-108	-122
Cc1cc(C)c(S(=O)(=O)NCC(=O)NCc2ccco2)c(C)c1	-1	1	-4	7	-8	2	6	0	-11	10	4
CCOc1ccc(-c2nnc(SCc3nnc(-c4ccccc4)o3)n2-c2ccccc2F)cc1	12	-2	-39	9	16	61*	-12	52*	-5	-2	-20
O=C(O)C1CC=C(Cl)CC1C(=O)NCC1OCCc2ccccc21 (stereo not given)	0	-1	-27	-3	-4	4	-17	-2	7	21	12
CC(C)(C)c1ccc(/C=C(\C#N)C(=O)NCCN2CCOCC2)cc1	4	24	-5	-8	8	-2	-4	5	-6	13	6
O=C1Nc2c(ccc(Cl)c2Cl)C(=O)C1(F)c1ccccc1 (stereo not given)	16	-3	6	-7	-6	-10	0	2	3	-2	0
O=C(Nc1nc2ccc(S(=O)(=O)N3CCCCC3)cc2s1)C1CCCO1 (stereo not given)	20	6	-3	-3	0	11	14	5	5	-7	-8
CC(C)CC(=O)Nc1ncc([N+](=O)[O-])s1	-5	-3	4	5	-21	-7	-12	15	1	16	8
CCN(CC)S(=O)(=O)c1ccc(C(=O)OC2CCCCC2CN(C)C)cc1 (stereo not given)	9	9	3	-15	-5	-24	1	-22	-14	16	-4
CCOC(=O)c1c(C)nc(C)c(C(=O)OCC)c1-c1ccc(O)c(OC)c1	-3	-4	9	9	5	5	12	1	-2	-12	9
COc1cccc(/C=N/NC(N)=S)c1OCc1cccc(Cl)c1	-2	-6	27	-8	-9	-8	7	3	25	15	5
Cc1noc(NS(=O)(=O)c2ccc(NC(=O)C(F)(F)C(F)(F)C(F)(F)F)cc2)c1C	5	9	16	-3	x	3	-18	3	x	15	1
Cc1ccc(/C=C/C2=NN(Cc3ccccc3)C(=O)CC2)cc1	-8	-1	4	4	5	-3	12	-1	8	8	7
CCOC(=O)C[C@H]1c2cc(F)ccc2S(=O)(=O)N1Cc1ccc(OC)cc1	8	32	-12	-17	-5	-6	-2	18	8	-5	-24
O=C(Nc1ccc2c(c1)CCC2)c1cccc(S(=O)(=O)N2CCN(c3ccc(F)cc3)CC2)c1	8	-2	5	8	13	-19	25	65*	59	8	-5
OC(Cc1cccnc1)c1ccccc1 (stereo not given)	1	4	11	12	0	-8	0	9	-10	0	-27
Nc1c(C(=O)Nc2ccc3c(c2)OCCO3)nnn1Cc1ccccc1Cl	27	14	-115	-16	-53	-43	-57	-7	-63	-90	-96

An excerpt of these results, with values under each structure.
Values in the order – C8 TRAIL sens | CF NFkB block | NR5A2 inv ag | KKLEB tox | LMP1 NFkB inh | TROY signal inh | NR2F2 inh | TWEAK-Fn14 inh | Shn3 3UTR inh | NCOA3 inh | NCOA1 inh
O=C(O)C1CC=C(Cl)CC1C(=O)NCC1OCCc2ccccc21 (stereo not given)
    0 | -1 | -27 | -3 | -4 | 4 | -17 | -2 | 7 | 21 | 12
CC(C)(C)c1ccc(/C=C(\C#N)C(=O)NCCN2CCOCC2)cc1
    4 | 24 | -5 | -8 | 8 | -2 | -4 | 5 | -6 | 13 | 6
O=C1Nc2c(ccc(Cl)c2Cl)C(=O)C1(F)c1ccccc1 (stereo not given)
    16 | -3 | 6 | -7 | -6 | -10 | 0 | 2 | 3 | -2 | 0
O=C(Nc1nc2ccc(S(=O)(=O)N3CCCCC3)cc2s1)C1CCCO1 (stereo not given)
    20 | 6 | -3 | -3 | 0 | 11 | 14 | 5 | 5 | -7 | -8
CC(C)CC(=O)Nc1ncc([N+](=O)[O-])s1
    -5 | -3 | 4 | 5 | -21 | -7 | -12 | 15 | 1 | 16 | 8
CCN(CC)S(=O)(=O)c1ccc(C(=O)OC2CCCCC2CN(C)C)cc1 (stereo not given)
    9 | 9 | 3 | -15 | -5 | -24 | 1 | -22 | -14 | 16 | -4
CCOC(=O)c1c(C)nc(C)c(C(=O)OCC)c1-c1ccc(O)c(OC)c1
    -3 | -4 | 9 | 9 | 5 | 5 | 12 | 1 | -2 | -12 | 9
COc1cccc(/C=N/NC(N)=S)c1OCc1cccc(Cl)c1
    -2 | -6 | 27 | -8 | -9 | -8 | 7 | 3 | 25 | 15 | 5
Cc1noc(NS(=O)(=O)c2ccc(NC(=O)C(F)(F)C(F)(F)C(F)(F)F)cc2)c1C
    5 | 9 | 16 | -3 | x | 3 | -18 | 3 | x | 15 | 1
Cc1ccc(/C=C/C2=NN(Cc3ccccc3)C(=O)CC2)cc1
    -8 | -1 | 4 | 4 | 5 | -3 | 12 | -1 | 8 | 8 | 7
CCOC(=O)C[C@H]1c2cc(F)ccc2S(=O)(=O)N1Cc1ccc(OC)cc1
    8 | 32 | -12 | -17 | -5 | -6 | -2 | 18 | 8 | -5 | -24
O=C(Nc1ccc2c(c1)CCC2)c1cccc(S(=O)(=O)N2CCN(c3ccc(F)cc3)CC2)c1
    8 | -2 | 5 | 8 | 13 | -19 | 25 | 65* | 59 | 8 | -5
OC(Cc1cccnc1)c1ccccc1 (stereo not given)
    1 | 4 | 11 | 12 | 0 | -8 | 0 | 9 | -10 | 0 | -27
Nc1c(C(=O)Nc2ccc3c(c2)OCCO3)nnn1Cc1ccccc1Cl
    27 | 14 | -115 | -16 | -53 | -43 | -57 | -7 | -63 | -90 | -96

An excerpt. The share of hits here may be higher or lower than overall.
